Compound activity as filed in PubChem BioAssay.
SKN-1 block: C. elegans SKN-1 inhibition | C. elegans VP596 Pgst-4::GFP/RFP ratio, acrylamide-induced, 24 h | inhibition, % at 21.8 µM | 360,000 tested, 0.49% active | AID 624304;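 active = interference check ratio from 0.5 to 1.5 plus GFP to RFP signal ratio inhibition reaching or exceeding a fixed threshold, cut at about 30% in these data, passing the limit was not always enough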; also: some compounds called inactive have numbers as strong as hits
MT1-MMP act inh: inhibitors of human MT1-MMP activation. P50281. HT1080 RFP-PRO-GFP cells, GFP/RFP ratio fluorescence, overnight; percent of plate control window, DMSO zero. GFP/RFP ratio change, % at 20 µM. 360,000 tested, 0.061% active;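 active = GFP/RFP ratio change of at least 30% with cell ATP level not reduced by more than half and red fluorescence within 50% of control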; also: strong numbers were not always called active
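Assay system – RFP-PRO-GFP reporter HT1080 cells · Compound dosing – single dose of 20 µM compound, 1% DMSO final · Incubation – overnight compound exposure at 37 °C · Measure – GFP/RFP fluorescence ratio · Benchmarks – DMSO wells and RFP-L50D-GFP cells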
MsrA inh: inhibitors of bovine MsrA; purified bovine MsrA, absorbance read-out; inhibition, % at 15.5 µM; 360,000 tested, 0.75% active; AID 651718; in the data active = inhibition above about 4.5%;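 also: 0% = vehicle wells with enzyme and 100% = reference inhibitor wells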
bovine MsrA act: activates bovine MsrA enzyme. purified bovine MsrA, absorbance read-out. activation, % at 10.6 µM. 360,000 tested, 0.3% active. AID 602163; in the data active = activation above about 7.5%;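 also: 0% = vehicle and 100% = reference activator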
Rin1 Abl inh: inhibitors of human Rin1-Abl protein interaction | P00519+Q13671 | TR-FRET Rin1/Abl binding, biochemical | inhibition, % at 7.35 µM | 360,000 tested, 0.4% active | AID 588664; in the data active = inhibition above about 5%, passing the limit was not always enough
E coli Lon inh: inhibits E. coli Lon protease; inhibition, % at 7.94 µM; 360,000 tested, 0.42% active; P0A9M0; purified E. coli Lon protease, fluorescence polarization; AID 602123; in the data active = inhibition above about 13%, passing the limit was not always enough;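 also: 0% = enzyme with probe and DMSO and 100% = no enzyme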
Neddylation inh: inhibitors of human cullin neddylation; P61081+Q13564; TR-FRET cullin neddylation, biochemical; AID 651699; calls only at 25 µM; 360,000 tested, 0.58% active; in the data active = inhibition above about 36%
FAS-TE inh: inhibitors of human fatty acid synthase thioesterase domain. P49327. recombinant FAS-TE, OMFH fluorogenic substrate, fluorescence endpoint. inhibition, % at 15 µM. 360,000 tested, 0.67% active. AID 602261;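 active = compounds whose normalised, plate-corrected inhibition of enzyme fluorescence in the single-dose primary screen is 50% or more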;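 also: 0% = DMSO with enzyme and 100% = substrate without enzyme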
NRP1-CendR mod: NRP-1/CendR interaction modulation; AID 602438; 360,000 tested, 0.85% active; O14786; inhibition, % at 25 µM; FAM-RPARPAR peptide binding to NRP-1, fluorescence polarization;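 active = inhibition or corrected inhibition above about 18%, plus a signal ratio from 0.5 to 1.5, limit read from the data, passing the limit was not always enough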; also: strong numbers were not always called active
* marks the source's active call; other numbers are inactive results; i = inactive; / = no result given.

SMILES	SKN-1 block	MT1-MMP act inh	MsrA inh	bovine MsrA act	Rin1 Abl inh	E coli Lon inh	Neddylation inh	FAS-TE inh	NRP1-CendR mod
CCOC(=O)[C@H]1Nc2ccc(Cl)cc2[C@@H]2[C@H]1C1CC(c3ccccc31)N2C(=O)OCc1ccccc1 (some centres undefined)	6	-5	1.9	-5	4	-13	i	26	-3
Cc1cccc(-c2cc3nc4c(c(N5CCC6(CC5)OCCO6)n3n2)CCCC4)c1	12	-1	0.3	-5	2	-3	/	30	2
COc1ccc(/C=N/NC(=S)NC2CCS(=O)(=O)C2)cc1 (centres undefined)	6	-1	2.8	-3	-4	-7	i	-6	-8
O=C1CCN(Cc2ccccc2)CCN1[C@H](CSc1ccccc1)c1ccccc1	-16	-3	-0.5	-2	2	-6	i	-10	4
O=C(c1nc2nc(-c3ccccc3)cc(C(F)(F)F)n2n1)N1CCCCC1	6	-5	1.0	-4	0	4	i	-6	-12
Cc1ccc(S(=O)(=O)N2CCOCC2)cc1NC(=O)COC(=O)c1ccc2c(c1)OCO2	-2	0	-0.1	-2	-2	3	i	0	-4
COc1ccc(Cl)cc1N(CC(=O)N1CCCC1)S(C)(=O)=O	-3	-2	-0.1	0	0	-3	i	-4	10
Clc1cccc(CNc2nc(-c3cccnc3)nc3ccccc23)c1	4	1	0.4	-2	4	7	i	18	-10
CCOC(=O)CSc1nc(C)c(C(=O)OCC)s1	-7	15	1.3	7	-2	-15	i	-3	-2
N#CN1C2CCC1CC(O)(c1ccccc1)C2 (centres undefined)	2	-1	/	0	-1	-6	i	-1	11
CCC/C=C(\CCC)C(NC(=O)OCC(C)C)c1ccc(C(=O)OC)cc1 (centres undefined)	-4	-8	-0.6	-2	-2	0	i	22	3
Cc1noc(C)c1NC(=O)Nc1cccc2c1O[C@H](CN(C)S(=O)(=O)c1cn(C)cn1)[C@@H](C)CN([C@H](C)CO)C2=O	-1	2	0.2	-12	-3	-10	i	-2	0
Cc1cc(C)c(-c2c(O)c3cccc4c3n(c2=O)CCC4)c(C)c1	3	-3	-0.6	0	3	-10	i	3	8
CCOC(=O)C1CCN(Cc2cc(=O)oc3c(C)c(C)ccc23)CC1	12	1	0.9	-2	2	3	i	8	2
COC(=O)c1c(NC(NC(=O)C(C)C)C(Cl)(Cl)Cl)sc2c1CCC2 (centres undefined)	-1	-20	0.3	-3	-3	-1	i	16	-15
COc1cc(NC(=O)CSc2nnc(NC(C)C)s2)cc(OC)c1OC	-4	-1	-0.8	-8	0	3	i	-15	-1
CCOc1ccccc1-c1nc(-c2cccc(Br)c2)no1	-5	-7	/	-2	2	-4	i	22	-17
CSCC[C@H](NC(=O)C(C)(C)Oc1ccc(Cl)cc1)c1nc2ccccc2[nH]1	9	-4	-1.4	-3	-3	-10	i	0	-2
c1ccn2c(c1)nc1c2nc2ccccn21	12	2	1.4	-3	-10	0	/	-2	-4
CCN(CC)S(=O)(=O)c1ccc(N(C)Cc2cccc(OC)c2OC)nc1	13	-3	-0.7	-3	-1	6	i	10	-1
COc1ccc2[nH]c(CN3CCN(CC=C(C)C)C(CCO)C3)c(C)c2c1 (centres undefined)	15	2	0.5	-2	-2	-5	i	-5	-1
N#CCCN(CCC#N)c1nncs1	-8	3	0.7	0	-3	10	i	-4	-7
COc1ccc2c(c1)C=C(CN1CCN(C3CCCC3)C(CCO)C1)CO2 (centres undefined)	6	-5	0.0	-2	-12	-3	i	-1	16
CS(=O)(=O)Oc1ccc2c(c1)O/C(=C\c1cccnc1)C2=O	-5	-4	1.6	-2	-5	7	i	-5	12
CCc1ccc(NS(=O)(=O)c2ccc3c(c2)oc(=O)n3C)cc1	-2	-2	-1.3	-2	2	-12	i	14	2
Cc1cc(C)cc(N(C(=O)Cc2cccs2)C(C(=O)NC2CCCC2)c2ccc(C)o2)c1 (centres undefined)	3	-23	1.6	-1	-2	-1	i	3	4
COC(=O)C1CCN(CC(N)=O)CC1	-5	-2	-0.6	-4	0	0	i	-12	-10
COc1ccc(-c2csc3ncn(-c4ccccc4)c(=O)c23)cc1OC	1	-2	2.5	-2	0	-1	i	0	-20
CCOC(=O)c1ccc(NC(=O)C(=O)NCCc2ccc(OC)cc2)cc1	4	1	1.3	-10	6	2	i	-5	-14
O=C(NNC(=O)c1cc(Cl)nc2ccccc12)c1ccccc1F	14	3	0.6	-3	-2	15	i	-8	-9
CCOc1ccccc1C(=O)NC1CC2CCCC(C1)N2Cc1ccc(C)cc1 (centres undefined)	-15	2	0.0	-1	0	-15	i	0	10
Cc1ccc(NC(=O)c2cc(-c3ccc4c(c3)OCO4)on2)cc1C	-3	4	2.3	-5	5	6	/	-5	1
COC(=O)C1C2C=CC3(CN(c4ccc(Cl)c(F)c4)C(=O)C13)O2 (centres undefined)	-6	-1	0.3	-1	-3	0	i	3	0
COc1ccccc1Cc1c(-c2ccco2)nc2c3ccccc3ccn12	12	-1	0.3	-1	/	-1	i	20	-35
O=C(CNS(=O)(=O)c1ccccc1)OCC(=O)c1c[nH]c2ccccc12	6	-1	-0.6	-2	6	-21	i	-2	-2
CC(=O)c1cccc(NC(=O)c2sc(Cl)nc2C)c1	4	0	1.1	-8	3	-2	i	-2	0
COC(=O)c1cc2ccccc2oc1=O	-7	8	3.1	-3	-1	-7	i	-3	7
O=C(CCN1C(=O)c2ccccc2C1=O)Nc1ccccn1	2	7	-0.7	-2	0	-1	i	-7	-2
O=C(/C=C/c1ccccc1)N/C(=C/c1ccccc1)C(=O)Nc1cccc(C(=O)O)c1	1	-2	0.2	-4	0	-2	i	-3	-12
O=C(O)c1cc(-c2ccc(/C=N/Nc3ccc(Cl)cc3)o2)ccc1Cl	-7	4	2.1	-16	2	-6	/	46	-14
O=C(CCN1C(=O)C2CCCCC2C1=O)Nc1nc(-c2ccc(F)c(F)c2)cs1 (centres undefined)	12	1	-0.5	-9	-1	-1	i	11	-11
O=C(CNC(=O)C1COc2ccccc2O1)N/N=C/c1cc(Br)c(O)c(Br)c1 (centres undefined)	2	10	5.0*	-8	2	1	i	1	2
CCOC(=O)C1CCCN(Cc2c(C(=O)N3CCOCC3)nc3ccccn23)C1 (centres undefined)	-7	-6	-1.2	-10	-2	4	i	-1	-1
CC(=O)c1ccc(NC(=O)C2CCN(S(=O)(=O)c3cccnc3)CC2)cc1	9	-4	0.5	-1	-1	-6	i	0	13
O=C(c1ccc2c(=O)n(Cc3ccccc3Cl)c(=S)[nH]c2c1)N1CCOCC1	-4	0	0.0	-2	-1	7	i	-4	-1
CC(=O)Nc1ccc(NC(=O)Cn2nc([N+](=O)[O-])c(Br)c2C)cc1	9	-1	0.1	-2	-2	4	i	4	1
Cc1ccc(C)c(N2CCN(c3ccncc3N)CC2)c1	6	1	0.6	-6	1	4	i	-13	3
CC(C)c1ccc(NS(=O)(=O)c2ccc(-n3cccn3)cc2)cc1	16	4	0.3	-2	2	-3	i	26	-5
COc1ccc(-c2csc3nc(-c4ccc(C)cc4)oc(=O)c23)cc1OC	-6	0	-0.6	-3	-2	-9	i	7	-14
OC(CNCCc1ccc(C(F)(F)F)cc1)COc1ccc2ccccc2c1 (centres undefined)	17	0	-2.1	-3	-5	-2	i	6	6
CC(C)c1ccc(C(=O)Nc2nnc(S(=O)(=O)N3CCCCC3)s2)cc1	13	0	-1.4	-4	2	-1	i	4	9
CC1CCN(C(=S)c2cn(Cc3ccccc3F)c3ccccc23)CC1	1	-15	2.3	-6	2	0	i	27	6
CCOc1cccc(/C=C2/NC(=O)N(CC(=O)Nc3cccc(C)c3)C2=O)c1O	-7	/	1.3	-14	3	6	i	-10	0
CCN(CC(=O)Nc1cc(Cl)ccc1C)C(=O)CN1C(=O)NC2(CCCC2)C1=O	0	1	-0.6	-1	1	-10	i	-5	0
CCOc1ccc(NC(=O)CSC2=NCCN2)cc1	5	9	0.5	-8	1	45*	i	-13	-11
COCCCn1c(=NC(C)=O)c(C#N)cc2c(=O)n3cccc(C)c3nc21	-2	-1	-1.1	-3	-2	-8	/	18	1
O=C(c1ccc2c(c1)OCO2)N(c1ccc(F)cc1)C1C=CS(=O)(=O)C1 (centres undefined)	4	-7	0.7	-3	3	-7	i	0	0
O=S(=O)(c1ccccc1)c1nc(-c2cccs2)oc1NCC1CCCO1 (centres undefined)	-9	-3	4.5	-6	-2	1	i	-2	84
COc1ccc(CC(=O)N2N=C(C)CC2(O)c2cccnc2)cc1OC (centres undefined)	-15	5	-1.4	-7	2	-2	i	-10	3
O=C(NCC1CCCO1)c1ccc(NS(=O)(=O)c2cccc([N+](=O)[O-])c2)cc1 (centres undefined)	8	1	1.2	-10	-7	4	i	-4	4
CCOC(=O)/C(=C\c1ccc(OC)c(OC)c1)C(=O)c1cccnc1	6	-1	1.4	-1	2	-3	i	-3	13
CC(=O)c1cccc(NC(=O)c2cccc3ccccc23)c1	1	2	-0.9	-2	3	3	i	1	0

Of the compounds above, 13 have four or more nitrogen atoms.
SMILES	SKN-1 block	MT1-MMP act inh	MsrA inh	bovine MsrA act	Rin1 Abl inh	E coli Lon inh	Neddylation inh	FAS-TE inh	NRP1-CendR mod
Cc1cccc(-c2cc3nc4c(c(N5CCC6(CC5)OCCO6)n3n2)CCCC4)c1	12	-1	0.3	-5	2	-3	/	30	2
O=C(c1nc2nc(-c3ccccc3)cc(C(F)(F)F)n2n1)N1CCCCC1	6	-5	1.0	-4	0	4	i	-6	-12
Clc1cccc(CNc2nc(-c3cccnc3)nc3ccccc23)c1	4	1	0.4	-2	4	7	i	18	-10
Cc1noc(C)c1NC(=O)Nc1cccc2c1O[C@H](CN(C)S(=O)(=O)c1cn(C)cn1)[C@@H](C)CN([C@H](C)CO)C2=O	-1	2	0.2	-12	-3	-10	i	-2	0
COc1cc(NC(=O)CSc2nnc(NC(C)C)s2)cc(OC)c1OC	-4	-1	-0.8	-8	0	3	i	-15	-1
c1ccn2c(c1)nc1c2nc2ccccn21	12	2	1.4	-3	-10	0	/	-2	-4
N#CCCN(CCC#N)c1nncs1	-8	3	0.7	0	-3	10	i	-4	-7
CCOC(=O)C1CCCN(Cc2c(C(=O)N3CCOCC3)nc3ccccn23)C1 (centres undefined)	-7	-6	-1.2	-10	-2	4	i	-1	-1
CC(=O)Nc1ccc(NC(=O)Cn2nc([N+](=O)[O-])c(Br)c2C)cc1	9	-1	0.1	-2	-2	4	i	4	1
Cc1ccc(C)c(N2CCN(c3ccncc3N)CC2)c1	6	1	0.6	-6	1	4	i	-13	3
CC(C)c1ccc(C(=O)Nc2nnc(S(=O)(=O)N3CCCCC3)s2)cc1	13	0	-1.4	-4	2	-1	i	4	9
CCN(CC(=O)Nc1cc(Cl)ccc1C)C(=O)CN1C(=O)NC2(CCCC2)C1=O	0	1	-0.6	-1	1	-10	i	-5	0
COCCCn1c(=NC(C)=O)c(C#N)cc2c(=O)n3cccc(C)c3nc21	-2	-1	-1.1	-3	-2	-8	/	18	1
